Source: PubChem (several laboratories)
M1AAP inhibition: malaria alanyl aminopeptidase activity blockers – biochemical, fluorogenic H-Leu-NHMec substrate, 1536-well (AID 1445). recombinant M1AAP, H-Leu-NHMec fluorogenic kinetic assay; higher % means a stronger effect. one-dose inhibition, % at 30 µM; IC50 in µM for titrated hits. 220,000 compounds, 0.42% hits;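 active = primary inhibition above the hit cutoff, then over 50% inhibition at one or more dose response concentrations, cut at about 23% in these data, passing the limit was not always enough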;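 note: plate controls were DMSO full reaction for no effect and no enzyme background for full effect; strong numbers were not always called active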
human PMI inhibitors: human PMI inhibitors, high substrate, primary screen, biochemical, fluorescence intensity, high mannose 6-phosphate (AID 1220); recombinant PMI enzyme, coupled fluorescence intensity; higher % means a stronger effect; inhibition, % at 20 µM; hits with a dose series show IC50 in µM; 190,000 compounds, 0.66% hits
Dynein transport: dynein cargo transport inhibition; z-score, hits read low; 3617.4 mouse cells, GR-EGFP nuclear translocation imaging; test concentration mostly 20 µM; stimulated with dexamethasone, 1 µM; stronger effect = lower value; 220,000 compounds, 0.47% hits;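 active = plate z-score of nuclear minus cytoplasmic receptor signal below a set negative limit, without overly bright fluorescence or cell loss, cut at about -3.5 in these data, passing the limit was not always enough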;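 note: z-score of nuclear minus cytoplasmic ring GR-EGFP intensity difference per well; some compounds called inactive have numbers as strong as hits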
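Buffer or medium: tetracycline-free induction medium containing charcoal-stripped FBS / Reagent: dexamethasone agonist, 1.0 µM final, for 30 min / Technique: automated 10x imaging of fixed Hoechst-stained cells / Times: induction 48 h, compound 1 h, agonist 30 min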
LYP inhibition: PTPN22 lymphoid phosphatase activity blockers – biochemical, fluorescence intensity, uHTS (AID 1779); recombinant LYP phosphatase, fluorescence intensity; higher % means a stronger effect; one-dose inhibition, % at 11.5 µM; IC50 in µM for titrated hits; 290,000 compounds, 0.054% hits;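 note: plate controls were vehicle with enzyme for no effect and no enzyme for full effect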
P. falciparum M17LAP: P. falciparum M17LAP inhibitors, primary screen, biochemical, fluorogenic H-Leu-NHMec substrate, 1536-well (AID 1619); recombinant M17LAP, H-Leu-NHMec fluorogenic kinetic assay; higher % means a stronger effect; inhibition, % at 30 µM; hits with a dose series show IC50 in µM; 220,000 compounds, 0.38% hits;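 active = compound inhibiting the enzyme by more than half at any dose during confirmatory dose-response retesting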;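 note: plate controls were full reaction with DMSO carrier for no effect and no enzyme background for full effect; strong numbers were not always called active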
XIAP displacement: small molecules displacing peptide from XIAP – biochemical, IAP family, fluorescence polarization (AID 1018) | XIAP BIR domain, fluorescence polarization peptide displacement; higher % means a stronger effect | displacement, % at 20 µM, or IC50 in µM where a hit was titrated | 200,000 compounds, 0.007% hits; in the data active = displacement above about 50%; note: a part of the inactive calls stands beside numbers as strong as those of hits
Siah-1 displacement: blockers of Siah-1 interaction with plectin peptide – biochemical, fluorescence polarization, rhodamine-plectin, uHTS, primary screen (AID 1817); displacement, % at 20 µM, or IC50 in µM where a hit was titrated; Siah-1 / rhodamine-plectin peptide fluorescence polarization; higher % means a stronger effect; 290,000 compounds, 0.02% hits;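 active = displacement of at least 50% at 20 µM, with a fluorescence ratio check between 0.3 and a set limit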;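 note: plate controls were Siah plus tracer with DMSO for no effect and tracer alone without Siah for full effect; strong numbers were not always called active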
AID2073: inhibitors of Mint1-CaV2.2 protein interaction, biochemical, HTRF (AID 2073); HTRF protein-protein interaction, Mint1-CaV2.2; higher % means a stronger effect; one-dose inhibition, % at 20 µM; IC50 in µM for titrated hits; 290,000 compounds, 0.19% hits; in the data active = inhibition mostly above about 51%, no sharp cut-off; note: some results filed as inactive read as strong as hits
human PMI inhibition: inhibitors of human PMI, primary screen, biochemical, fluorescence intensity, coupled assay (AID 1209). one-dose inhibition, % at 20 µM; IC50 in µM for titrated hits. 190,000 compounds, 0.42% hits. purified PMI enzyme, coupled fluorescence intensity; higher % means a stronger effect;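 note: plate controls were DMSO vehicle for no effect and wells lacking substrate for full effect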
Dynein transport cytoplasmic EGFP: second read-out of Dynein transport, no call of its own (marks repeat the call); z-score; measured here: cytoplasmic GR-EGFP intensity; stronger effect = higher value
Dynein transport nuclear GR-EGFP: also measured in Dynein transport; calls as there; z-score; measured here: nuclear GR-EGFP intensity;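 lower value marks the stronger effect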
Dynein transport cell count: further read-out of Dynein transport, marked with its call; z-score; measured here: cell count per field
* marks the source's active call; other numbers are inactive results; nt = no result given. Cut-off read from the data, not from the text of the source, unless noted: active = inhibition above about 50%; inactive = the rest. These rows are one share of the data. The share of hits here may be higher or lower than overall.

SMILES	M1AAP inhibition	human PMI inhibitors	Dynein transport	Dynein transport cytoplasmic EGFP	Dynein transport nuclear GR-EGFP	Dynein transport cell count	LYP inhibition	P. falciparum M17LAP	XIAP displacement	Siah-1 displacement	AID2073	human PMI inhibition
NS(=O)(=O)c1cc2c(cc1C(F)(F)F)NC(Cc1ccccc1)NS2(=O)=O (centres undefined)	-1%	-12%	0.49	-0.31	0.44	0.35	-4%	0%	-5.1%	4%	22%	-9%
COc1cc2nc(N3CCN(C(=O)C4COc5ccccc5O4)CC3)nc(N)c2cc1OC (centres undefined)	6%	7%	-0.59	-0.26	-0.12	1.3	-11%	-56%	-5.3%	-5%	-9%	5%
c1ccc2c(CC3=NCCN3)cccc2c1	-1%	12%	-0.62	0.035	0.26	0.13	-7%	11%	-3.2%	4%	-4%	5%
C[C@H]1COc2c(N3CCN(C)CC3)c(F)cc3c(=O)c(C(=O)O)cn1c23	-6%	4%	nt	nt	nt	nt	-9%	3%	-8.4%	-2%	45%	7%
Nc1cc(-c2ccncc2)c[nH]c1=O	8%	nt	0.17	-0.24	0.28	0.46	-9%	6%	-3.1%	-8%	46%	50%*
CN1CCC(=C2c3ccccc3CCc3sccc32)CC1	-2%	9%	nt	nt	nt	nt	-7%	-4%	-3.6%	10%	5%	16%
CC(C)Cc1ccc(C(C)C(=O)O)cc1 (centres undefined)	6%	-12%	-0.17	-0.17	0.11	0.27	-2%	3%	-1.4%	2%	-5%	-8%
CC1=NN(c2ccccc2)C(=O)C1	1%	-6%	0.36	-0.28	0.38	0.27	-4%	-7%	-4.2%	7%	14%	-7%
CC(C)Cn1cnc2c1c(=O)n(C)c(=O)n2C	0%	-6%	-0.51	0.00093	-0.22	0.11	-1%	-3%	-1.5%	7%	-3%	-2%
COc1ccc(CN(CCN(C)C)c2ccccn2)cc1	2%	-12%	-0.83	0.35	0.2	0.34	-6%	-7%	-6.8%	5%	-5%	-5%
CCOc1ccc(S(=O)(=O)N2CCCCCC2)c2ccccc12	3%	13%	0.83	-0.24	-0.63	-0.25	-6%	8%	-2.0%	-2%	1%	13%
CCCn1ncc(CN2CCCC(C(=O)c3cccc(OC(C)C)c3)C2)c1C (centres undefined)	9%	nt	-0.59	-0.23	-0.26	0.34	-9%	-3%	nt	0%	9%	nt

Five successive compounds already listed:
SMILES	M1AAP inhibition	human PMI inhibitors	Dynein transport	Dynein transport cytoplasmic EGFP	Dynein transport nuclear GR-EGFP	Dynein transport cell count	LYP inhibition	P. falciparum M17LAP	XIAP displacement	Siah-1 displacement	AID2073	human PMI inhibition
CC1=NN(c2ccccc2)C(=O)C1	1%	-6%	0.36	-0.28	0.38	0.27	-4%	-7%	-4.2%	7%	14%	-7%
CC(C)Cn1cnc2c1c(=O)n(C)c(=O)n2C	0%	-6%	-0.51	0.00093	-0.22	0.11	-1%	-3%	-1.5%	7%	-3%	-2%
COc1ccc(CN(CCN(C)C)c2ccccn2)cc1	2%	-12%	-0.83	0.35	0.2	0.34	-6%	-7%	-6.8%	5%	-5%	-5%
CCOc1ccc(S(=O)(=O)N2CCCCCC2)c2ccccc12	3%	13%	0.83	-0.24	-0.63	-0.25	-6%	8%	-2.0%	-2%	1%	13%
CCCn1ncc(CN2CCCC(C(=O)c3cccc(OC(C)C)c3)C2)c1C (centres undefined)	9%	nt	-0.59	-0.23	-0.26	0.34	-9%	-3%	nt	0%	9%	nt

Additional entries
SMILES	M1AAP inhibition	human PMI inhibitors	Dynein transport	Dynein transport cytoplasmic EGFP	Dynein transport nuclear GR-EGFP	Dynein transport cell count	LYP inhibition	P. falciparum M17LAP	XIAP displacement	Siah-1 displacement	AID2073	human PMI inhibition
O=C1N(c2ccccc2)c2ccccc2C1(Cc1ccncc1)Cc1ccncc1	-5%	0%	nt	nt	nt	nt	-5%	-1%	-0.7%	11%	-1%	0%
Cc1cc2c(s1)Nc1ccccc1N=C2N1CCN(C)CC1	2%	4%	nt	nt	nt	nt	-1%	-8%	-2.0%	0%	20%	8%
COc1ccccc1OCC(O)COC(N)=O (centres undefined)	8%	1%	0.067	-0.28	0.49	0.29	-4%	-1%	-1.0%	8%	3%	-3%
Cc1coc2c1C(=O)C(=O)c1c-2ccc2c1CCCC2(C)C	5%	37%	-1.9	0.03	-0.96	0.76	7%	7%	-8.3%	5%	34%	-16%

3 of these compounds in another layout.
O=C1N(c2ccccc2)c2ccccc2C1(Cc1ccncc1)Cc1ccncc1
  M1AAP inhibition: -5% | human PMI inhibitors: 0% | Dynein transport: nt | Dynein transport cytoplasmic EGFP: nt | Dynein transport nuclear GR-EGFP: nt | Dynein transport cell count: nt | LYP inhibition: -5% | P. falciparum M17LAP: -1% | XIAP displacement: -0.7% | Siah-1 displacement: 11% | AID2073: -1% | human PMI inhibition: 0%

COc1ccccc1OCC(O)COC(N)=O (centres undefined)
  M1AAP inhibition: 8% | human PMI inhibitors: 1% | Dynein transport: 0.067 | Dynein transport cytoplasmic EGFP: -0.28 | Dynein transport nuclear GR-EGFP: 0.49 | Dynein transport cell count: 0.29 | LYP inhibition: -4% | P. falciparum M17LAP: -1% | XIAP displacement: -1.0% | Siah-1 displacement: 8% | AID2073: 3% | human PMI inhibition: -3%

Cc1coc2c1C(=O)C(=O)c1c-2ccc2c1CCCC2(C)C
  M1AAP inhibition: 5% | human PMI inhibitors: 37% | Dynein transport: -1.9 | Dynein transport cytoplasmic EGFP: 0.03 | Dynein transport nuclear GR-EGFP: -0.96 | Dynein transport cell count: 0.76 | LYP inhibition: 7% | P. falciparum M17LAP: 7% | XIAP displacement: -8.3% | Siah-1 displacement: 5% | AID2073: 34% | human PMI inhibition: -16%
